Assay outcomes (PubChem)
BAZ2B inh = blocks human BAZ2B. Q9UIF8. AlphaScreen BAZ2B-H3K14Ac peptide displacement. Potency, µM (highest dose often 114 µM), inactives show at the top dose activity change, negative = inhibition, usual class: inhibitors. 360,000 compounds, 4.4% hits. AID 504333; also: % is scaled to controls: 0 for no effect and ±100 for the full control effect; nearly all actives have a fitted effect of over 60% in size
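AlphaScreen displacement: compounds (up to 110uM) incubated 30 min at room temperature with a preformed 50 nM BAZ2B/50 nM biotinylated H3K14Ac peptide complex in PBS pH 7.4 with Tween-20. Donor and acceptor beads at 10 ug/mL final added, 20 min light-protected before reading.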
Anesthetic bind = candidate novel general anesthetic via apoferritin binding. P02791. apoferritin/1-aminoanthracene competitive binding, fluorescence. Potency, µM (top dose mostly 77.5 µM), without a hit: top-dose activity change, negative = displacement, actives largely listed as inhibitors. 350,000 compounds, 0.074% hits. AID 485281; also: % is scaled to controls: 0 for no effect and ±100 for the full control effect; nearly all actives have a fitted effect of over 20% in size
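Apoferritin-based anesthetic binding model; compound displacement of fluorescent 1-AMA measured as endpoint fluorescence after 10 minutes at room temperature, scaled to free-ligand and complex controls.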
G9a block = G9a (human) methyltransferase inhibition | G9a H3K9 monomethylation, AlphaScreen, 2 h | Potency, µM (series often up to 102 µM), for the others: at the highest dose activity, negative = inhibition, hits mostly inhibitors | 350,000 compounds, 8.8% hits | AID 504332; also: % is scaled to controls: 0 for no effect and ±100 for the full control effect; nearly all actives have a fitted effect of over 75% in size
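Compounds were preincubated with 20 nM G9a for 15 min, after which biotinylated H3K9 peptide (500 nM) and SAM (20 uM) started a 2 h room-temperature reaction. Monomethylated product was quantified by antibody-based AlphaScreen chemiluminescence.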
Pol beta inh = inhibitors of human DNA polymerase beta; P06746; Potency, µM (doses to about 114 µM), inactives show at the top dose activity change, negative = inhibition, hits mostly inhibitors; 340,000 compounds, 1.3% hits; Pol beta primer extension/strand displacement, fluorescence kinetic; also: % is scaled to controls: 0 for no effect and ±100 for the full control effect
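Preincubation: enzyme (10 nM) with compound, 15 min, RT. Reaction: substrate added to 50 nM final. Reads: 0 and 10 min. Analysis: normalized, Hill fit.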
Pol kappa inh = inhibitors of human DNA polymerase kappa. Q9UBT6. purified Pol kappa, fluorescent DNA synthesis assay, 10 min. Potency, µM (titrated, usually from 107 µM), for the others: at the highest dose activity, negative = inhibition, most hits filed as inhibitors. 400,000 compounds, 0.53% hits. AID 588579; also: % is scaled to controls: 0 for no effect and ±100 for the full control effect
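Pol kappa 10 nM + cpd, 15 min RT; start w/ substrate 50 nM final; fluorescence kinetic read, 0 and 10 min. Neg ctrl: buffer, no enzyme.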
POLI inh = DNA polymerase iota (human) inhibition | Potency, µM (top dose mostly 115 µM), for the others: top-dose activity, negative = inhibition, most hits filed as inhibitors | AID 588590 | Q9UNA4 | Pol iota fluorescent replication assay, 10 min | 390,000 compounds, 1% hits
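Fluorescent replication assay read twice, at 0 min and 10 min after adding 50 nM (final) substrate. Enzyme (10 nM) and compounds were first incubated 15 min at room temperature; enzyme-free buffer wells were negative controls.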
APEX1 inh = blocks human APE1 abasic DNA cleavage; P27695; recombinant APE1, TAMRA/BHQ-2 abasic DNA cleavage fluorescence; Potency, µM (top dose mostly 65.8 µM), without a hit: at the top dose activity change, negative = inhibition, actives largely listed as inhibitors; 350,000 compounds, 0.35% hits; AID 2517;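 also: plate controls were vehicle for no effect and reference inhibitor for full effect; nearly all actives have a fitted effect of over 55% in size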
Target sequence (P27695 whole entry, looked up): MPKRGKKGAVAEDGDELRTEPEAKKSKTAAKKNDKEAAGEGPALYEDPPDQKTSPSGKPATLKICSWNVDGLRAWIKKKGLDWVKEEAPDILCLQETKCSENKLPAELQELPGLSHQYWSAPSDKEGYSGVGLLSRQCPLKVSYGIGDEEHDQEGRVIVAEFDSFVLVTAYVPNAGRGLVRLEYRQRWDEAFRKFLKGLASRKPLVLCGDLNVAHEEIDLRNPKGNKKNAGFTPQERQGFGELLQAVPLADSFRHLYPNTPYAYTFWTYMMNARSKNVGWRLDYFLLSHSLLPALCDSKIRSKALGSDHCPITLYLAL
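Compound pre-exposure to 0.75 nM APE1, 15 min at ambient temperature. Reaction initiated with 50 nM TAMRA/BHQ-2 THF substrate, read immediately in kinetic mode, 525 nm excitation, 598 nm emission.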
Pol eta inh = blocks human DNA polymerase eta activity; Q9Y253; recombinant Pol eta, fluorescent DNA replication assay; Potency, µM (top dose mostly 114 µM), for inactives: at the highest dose activity change, negative = inhibition, most hits filed as inhibitors; 390,000 compounds, 1.2% hits; AID 588591; also: % is scaled to controls: 0 for no effect and ±100 for the full control effect
Target sequence (Q9Y253 whole entry, looked up): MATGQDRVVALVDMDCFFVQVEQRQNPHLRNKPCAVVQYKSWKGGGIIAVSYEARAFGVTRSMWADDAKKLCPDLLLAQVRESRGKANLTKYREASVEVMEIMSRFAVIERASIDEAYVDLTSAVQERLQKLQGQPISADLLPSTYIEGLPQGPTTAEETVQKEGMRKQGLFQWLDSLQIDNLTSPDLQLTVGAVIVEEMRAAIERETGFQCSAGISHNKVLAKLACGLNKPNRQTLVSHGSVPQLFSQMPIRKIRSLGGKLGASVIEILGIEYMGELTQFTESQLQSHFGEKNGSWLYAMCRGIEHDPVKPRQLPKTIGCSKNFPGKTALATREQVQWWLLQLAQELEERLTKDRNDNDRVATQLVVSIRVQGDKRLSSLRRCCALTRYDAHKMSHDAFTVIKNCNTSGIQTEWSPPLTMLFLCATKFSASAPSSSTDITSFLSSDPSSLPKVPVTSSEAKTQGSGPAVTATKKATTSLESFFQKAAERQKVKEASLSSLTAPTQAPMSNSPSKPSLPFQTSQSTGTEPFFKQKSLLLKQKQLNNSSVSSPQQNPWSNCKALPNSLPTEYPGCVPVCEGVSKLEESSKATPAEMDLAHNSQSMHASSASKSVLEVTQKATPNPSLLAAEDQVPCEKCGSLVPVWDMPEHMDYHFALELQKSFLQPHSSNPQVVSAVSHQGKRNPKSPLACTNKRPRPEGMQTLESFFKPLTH
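Pol eta (10 nM) was preincubated with compounds for 15 min at room temperature, after which fluorescent replication substrate (50 nM final) was added to start the reaction. Fluorescence was read kinetically at 0 and 10 min.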
BLM helicase inh = blocks DNA unwinding by human BLM helicase; recombinant BLM DNA unwinding, fluorescence dequenching; Potency, µM (doses to about 56.1 µM), inactives show top-dose activity change, negative = inhibition, actives largely listed as inhibitors; 350,000 compounds, 0.2% hits; P54132; AID 2528;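 also: plate controls were vehicle for no effect and no enzyme for full effect; nearly all actives have a fitted effect of over 35% in size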
* = called active by the depositor; u = inconclusive; x = not tested or not shown; [ ] = another dose, or the depositor's remark. Calls follow the shape of the dose curve; as a rule, active = well fitted curve in the direction sought with a large enough effect; inconclusive = small, poorly fitted or top-dose-only effect, or another doubt; inactive = no such curve, though single readings can be large; an effect the other way counts as inactive or inconclusive. Potency is read from the fitted curve at half-maximal effect.

Molecule,BAZ2B inh,Anesthetic bind,G9a block,Pol beta inh,Pol kappa inh,POLI inh,APEX1 inh,Pol eta inh,BLM helicase inh
Cc1ccc(NC2=NCCC2)cc1Cl,38.9%[activator],29.9%,-3.3%[59 µM],8.8%,-3.0%,13.1%,-7.3%,-5.6%,-11.7%
Cc1ccc(-n2c(C)cc(/C=N/NC(=O)Cn3c4ccccc4c(=O)c4ccccc43)c2C)cc1,-18.0%,0.0%,-45.2%[59 µM],-18.6%,-4.3%,71.5%[activator],-5.4%,-15.7%,-4.2%
COC(=O)c1ccc(/C=N\NC(=O)c2c(C)nc3ccc(Cl)cn23)cc1,-10.3%,-1.5%,x,33.2%,-11.2%,-19.6%,0.8%,-7.8%,0.5%
CCn1c(=O)c(C(=O)CC#N)c(N)n(Cc2ccccc2)c1=O,-5.4%,-8.6%,x,8.8%,1.5%,-9.8%,25.5%,-9.4%,-1.8%
NC(=O)c1nsc(C(=O)N(CC(=O)NC2CCCC2)c2cnc3ccccc3c2)c1N,4.4%,-3.7%,-4.0%[59 µM],37.6%,x,x,17.0%,x,-2.4%
Cc1cc(OC(C)C(=O)Nc2cccc(-c3nc4ccccc4o3)c2)cc(C)c1Cl (configuration not stated),-34.5%,6.0%,-8.0%[59 µM],0.2%,-13.2%,-6.5%,x,-17.7%,-6.5%
CCCC(=O)N1N=C(c2ccccc2)CC1c1cn(C)c2ccccc12 (configuration not stated),u,-16.0%,u,1.9%,-10.8%,5.7%,0.9%,-23.2%,-6.7%
Cc1cccc(OCCCC(=O)N2CCCc3ccccc32)c1C,112.5%[activator],-16.3%,82.4%[activator][59 µM],26.1%,-10.1%,15.3%,-3.0%,-19.5%,-11.9%

(list continues)
Molecule,BAZ2B inh,Anesthetic bind,G9a block,Pol beta inh,Pol kappa inh,POLI inh,APEX1 inh,Pol eta inh,BLM helicase inh
COc1ccc(-c2nc(C)c(CCNC(=O)C(=O)Nc3cc(C)cc(C)c3)s2)cc1OC,-0.8%,-0.7%,9.0%[59 µM],1.4%,-4.0%[60.1 µM],29.8%,x,-16.4%,-2.8%
C=CCNC(=O)COc1coc(CN2CCN(C(=O)c3ccco3)CC2)cc1=O,u,x,7.2%[0.501 µM],x,-14.9%,37.2%[activator],19.0%,-14.9%,x
COC(=O)c1cc(NS(=O)(=O)c2ccc(F)cc2)ccc1N1CCOCC1,-1.7%,-3.6%,-9.6%,-24.3%,10.9%,25.4%,-5.5%,-10.3%,-0.1%
Cc1ccccc1C(=O)NNC(=O)c1ccc(F)cc1,-4.8%,-4.1%,20.4%,17.7%,-8.3%,10.3%,2.5%,9.0%,0.2%
Cc1ccc(CNC(=O)C2CCCCN2S(=O)(=O)c2ccccc2)cc1 (configuration not stated),4.7%,-7.8%,-5.7%[59 µM],55.4%,2.7%,41.5%[activator],-6.5%[12.4 µM],-12.3%,-1.5%
O=C(Cc1ccccc1)NCc1ccc(-n2cccc2)cc1,-25.7%,-2.8%,4.0%[12.7 µM],11.5%,-15.0%,-1.8%,4.1%,-0.9%,-6.0%
O=C(CCc1ccccc1)Nc1ccnn1C1CCN(Cc2ccc(OCCO)cc2)CC1,-1.8%,-2.9%,30.9%[activator],30.2%,11.1%,2.3%,38.5%,-5.2%,3.0%
CC1(C)CC(NC(=O)c2cc(S(=O)(=O)N3CCCCC3)ccc2Cl)CC(C)(C)N1,-7.1%,-2.8%,25.7%,23.9%,2.2%,112.2%[activator],18.2%,-20.3%,-0.9%

Other results:
Molecule,BAZ2B inh,Anesthetic bind,G9a block,Pol beta inh,Pol kappa inh,POLI inh,APEX1 inh,Pol eta inh,BLM helicase inh
Cc1ccc(OCCCn2ccnc2)cc1C,u,17.8µM*,-35.9%[59 µM],-27.4%,-13.9%,4.0%,7.7%,-11.8%,6.0%
Cc1ccc(C(=O)OC(C)CN2CCN(C)CC2)cc1 (configuration not stated),-14.1%,0.4%,x,21.4%,3.5%,0.8%,14.1%,-12.1%,1.4%
CCCS(=O)(=O)N1CCN=C1SCc1ccc(F)cc1,2.1%,-11.8%,86.7%[activator],18.6%,7.8%,14.8%,30.2%,-1.4%,0.4%
CCOc1ccc(N(CC(=O)NCCc2ccccc2)S(=O)(=O)c2ccccc2)cc1,-2.1%,2.3%,-9.9%,-17.7%,-3.4%,128.7%[activator],-2.6%,-12.7%,-1.4%
CCOc1ccccc1CNC(=O)C1CCCN(c2ncnc3c2nc2n3CCCCC2)C1 (configuration not stated),-20.6%,-16.2%,12.1%,3.1%,-4.8%,-11.4%,15.7%,-7.8%,-0.8%
CCOC(=O)c1c(C)n(C)c2ccc(OCC(O)Cn3c(C)nc4ccccc43)cc12 (configuration not stated),-30.2%,-0.3%,u,-1.2%,-8.8%,18.8%,u,1.9%,-1.7%
Cc1ccc(C(=O)N(C)Cc2ccc(N3CCOCC3)cc2)cc1S(=O)(=O)NCc1ccccc1,-29.2%,x,-0.4%[12.7 µM],x,-16.7%,-12.1%,-6.5%,-15.5%,x
O=C(CSc1n[nH]c(=O)n1Cc1ccco1)c1ccc(F)cc1,-22.6%,6.0%,-27.3%,36.2%,-13.0%,u,1.4%,-1.3%,-2.3%

Later entries.
Molecule,BAZ2B inh,Anesthetic bind,G9a block,Pol beta inh,Pol kappa inh,POLI inh,APEX1 inh,Pol eta inh,BLM helicase inh
Cc1ccc(NNC(=O)c2ccc(Cl)cc2)nn1,u,-2.1%,x,21.0%,6.8%,6.3%,17.5%,-23.7%,0.4%
O=C(CCC(=O)NNC(=O)c1ccccc1[N+](=O)[O-])NCc1ccccc1,-11.8%,-4.7%,-41.1%,-1.0%,1.0%,23.9%,3.5%,-10.3%,-3.4%
Cc1ccc(-n2cc(CN3CCC(CO)(Cc4cccc(C(F)(F)F)c4)CC3)cn2)cc1,-18.4%,-21.1%,-3.4%,-25.6%,-9.4%,11.1%,-2.5%,-18.1%,-2.4%
CCN(CC(=O)Nc1ccc(NC(C)=O)cc1)C(=O)c1ccccc1Sc1ccccc1C#N,-7.9%,x,8.9%[12.7 µM],x,-10.5%,u,27.3%,-15.0%,x
CC1CCCN(S(=O)(=O)c2ccc(CN3C(=O)c4cccnc4C3=O)cc2)C1 (configuration not stated),u,-15.8%,5.6%[59 µM],0.9%,-12.8%,-22.8%,-4.1%,3.0%,-0.8%
O=c1c2ccccc2nnn1CCO,-0.1%,-0.5%,10.9%,23.9%,2.9%,-15.6%,-2.7%,-7.6%,-3.9%
CCc1nc2c3cnn(-c4cc(Cl)ccc4C)c3ncn2n1,2.2%,-7.9%,-1.1%,-11.6%,-21.2%,4.9%,1.8%,1.6%,-1.4%
Cc1ccccc1NC(=O)c1sc2nc(N3CCOCC3)c3c(c2c1N)CC(C)(C)OC3,-6.2%,15.2%,u,32.0%,-17.3%,-3.3%,x,-10.1%,-2.2%

Next part
Molecule,BAZ2B inh,Anesthetic bind,G9a block,Pol beta inh,Pol kappa inh,POLI inh,APEX1 inh,Pol eta inh,BLM helicase inh
O=C(CCN1CCN(Cc2ccccc2)CC1)NNC(=O)c1cc2ccccc2o1,x,x,x,x,14.5%,21.5%,15.4%,-5.4%,x
O=C(CSc1ccccc1)NC(=O)NCc1ccccc1,-1.8%,-9.8%,21.2%[59 µM],0.2%,-1.3%,35.1%[activator],-1.5%,-19.5%,-3.9%
O=C(N/N=C/c1ccc(O)c(O)c1)c1cc(-c2ccccc2)nc2ccccc12,u,-23.5%,44.7µM*,u,-7.1%,93.4%[activator],-14.2%,u,-8.4%
O=C1NC(c2ccccc2OC(F)F)Oc2ccccc21 (configuration not stated),26.3%,-7.7%,19.4%,5.8%,-10.8%,80.8%[activator],0.1%,-5.5%,-4.0%
CCOc1ccc(NC(=O)c2cc3c(C)nc4ccccc4c3o2)cc1,9.5%,-2.3%,-8.4%[59 µM],0.0%,-12.7%,17.9%,-0.3%,1.2%,-1.3%
Cn1c(SCC(=O)Nc2nccs2)nnc1C1CC1,-3.0%,-2.7%,x,44.1%,7.0%,18.0%,-13.7%,-16.0%,-7.4%
COc1ccccc1NC(=S)Nc1ccc2cn[nH]c2c1,x,-2.6%,-9.3%,26.7%,-6.0%,93.5%[activator],9.3%,-16.9%,0.9%
COc1cc(/C=c2\s/c(=C(/C#N)C(=O)N3CCCC3)n(-c3ccccc3)c2=O)ccc1O,0.4%,-6.3%,8.4%[59 µM],3.5%,-15.2%,1.9%,1.1%,u,-2.9%

Next section.
Molecule,BAZ2B inh,Anesthetic bind,G9a block,Pol beta inh,Pol kappa inh,POLI inh,APEX1 inh,Pol eta inh,BLM helicase inh
O=C(Nc1nc2cc3c(cc2s1)OCCO3)c1ccncc1,-38.0%,-6.2%,-11.7%,25.7%,-1.7%,190.7%[activator],2.0%,-14.6%,4.7%
N#C/C(=C\c1c(N2CCOCC2)nc2ccccn2c1=O)C(=O)NC1CCS(=O)(=O)C1 (configuration not stated),-2.7%,58.0%[activator],14.2%[59 µM],-0.3%,-16.4%,16.9%,-3.8%,-3.8%,-5.6%
CCN1C(=C2C(=O)c3ccccc3C2=O)C=Cc2ccccc21,-38.4%,-20.7%,-20.3%,-0.4%,-0.6%,10.5%,-0.2%,-11.6%,-1.2%
CC(C)CCNC(=O)C(=O)NCCC1=CCCCC1,-0.2%,-8.4%,-6.5%[59 µM],0.1%,-3.9%,10.9%,-1.7%,-4.5%,-0.9%
Cc1ccc(S(=O)(=O)Nc2ccc(C(=O)N3CCCC3)cc2)c(C)c1NS(C)(=O)=O,0.3%,4.3%,12.7%,-0.5%,-7.7%,38.3%[activator],44.0%,-12.4%,-0.3%
O=C(c1cc(-c2ccccn2)nc2ccc(Br)cc12)N1CCN(S(=O)(=O)c2ccccc2)CC1,-5.7%,-8.2%,x,1.0%,-8.0%,62.0%[activator],1.9%,-17.1%,-2.7%
COc1ccc(NC(=S)NC2CCCCC2)c(OC)c1,u,-11.6%,50.1µM*,-14.4%,-7.2%,16.7%,-3.3%,-17.8%,-5.9%

The list is partial (hit frequency here may not be typical).
